# TrxR1 substrate: substrates of rat thioredoxin reductase 1; purified TrxR1 substrate turnover, NADPH consumption readout; Potency, µM (highest dose often 114 µM), for inactives: top-dose activity change, negative = substrate turnover; actives 0.01% (n = 390,000); AID 588456; note: potency is the fitted concentration of half-maximal effect; % is set by controls: 0 for no effect and ±100 for the full control effect; nearly all actives have a fitted effect of over 50% in size
# Target sequence (O89049 whole entry, looked up): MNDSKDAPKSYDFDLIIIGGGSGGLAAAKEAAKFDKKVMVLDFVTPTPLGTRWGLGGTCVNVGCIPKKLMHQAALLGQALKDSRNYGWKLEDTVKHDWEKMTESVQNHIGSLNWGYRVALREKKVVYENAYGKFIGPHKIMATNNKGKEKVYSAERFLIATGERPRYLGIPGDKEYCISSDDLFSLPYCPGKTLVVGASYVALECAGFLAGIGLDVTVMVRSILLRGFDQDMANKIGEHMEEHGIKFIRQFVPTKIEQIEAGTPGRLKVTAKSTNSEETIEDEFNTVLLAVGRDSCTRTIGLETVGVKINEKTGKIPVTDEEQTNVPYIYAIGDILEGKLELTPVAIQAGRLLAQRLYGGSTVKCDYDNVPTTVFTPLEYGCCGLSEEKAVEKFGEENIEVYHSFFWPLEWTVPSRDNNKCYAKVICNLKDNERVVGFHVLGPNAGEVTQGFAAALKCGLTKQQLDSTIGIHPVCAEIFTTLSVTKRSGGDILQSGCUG
#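 Rat TrxR1, dispensed at 90 nM, was prereduced with 400 uM NADPH (final) for 5 min at ~22 deg C, then incubated with compound 15 min before 400 uM selenite. A first-read NADPH fluorescence drop versus no-compound background flagged substrates.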
# mIDH1 inhibitor: human IDH1 R132H inhibition | IDH1-R132H enzyme, NADPH consumption, diaphorase/resazurin fluorescence | Potency, µM (titrated, usually from 76.6 µM), for the others: at the top dose activity change, negative = inhibition, hits mostly inhibitors | actives 0.093% (n = 390,000); note: potency is the fitted concentration of half-maximal effect; % is set by controls: 0 for no effect and ±100 for the full control effect; nearly all actives have a fitted effect of over 65% in size
#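 IDH1-R132H (0.5 ug/mL dispensed) in pH 7.5 Tris buffer was preincubated 30 min with compound, then given a substrate mix of 0.016 mM NADPH and 2 mM alpha-KG for 80 min at room temperature; remaining NADPH was read by diaphorase/resazurin fluorescence.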
# LDHA block: blocks human lactate dehydrogenase A; actives 0.15% (n = 480,000); purified LDHA, NADH/diaphorase-resazurin fluorescence; hits give low values; activity change, % (values are at about 110 or 230 µM); P00338; in the data active = activity change below about -30%; inconclusive = mostly about -25% to -30%;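 note: plate controls were DMSO wells for no effect and wells without enzyme for full effect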
#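 Human LDH5 (2 nM) was incubated with 0.06 mM NADH and 0.2 mM pyruvate for 5 min at room temperature in Tris pH 7.4. Remaining NADH was coupled through diaphorase/resazurin, and resorufin fluorescence was read at 0 and 20 min.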
# Vif-A3G inh: inhibitors of Vif-APOBEC3G interaction; Potency, µM (titrated, usually from 46.1 µM), for inactives: top-dose activity, negative = active, hits mostly inhibitors; AID 602310; HeLa A3G-eYFP + Vif (tagged APOBEC3G with the HIV-1 protein that degrades it), YFP fluorescence, overnight; actives 0.076% (n = 410,000); Q9HC16;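 note: potency is the fitted concentration of half-maximal effect; % is set by controls: 0 for no effect and ±100 for the full control effect; nearly all actives have a fitted effect of over 60% in size; hits raise eYFP signal because A3G escapes Vif-driven loss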
# Target sequence (Q9HC16 whole entry, looked up): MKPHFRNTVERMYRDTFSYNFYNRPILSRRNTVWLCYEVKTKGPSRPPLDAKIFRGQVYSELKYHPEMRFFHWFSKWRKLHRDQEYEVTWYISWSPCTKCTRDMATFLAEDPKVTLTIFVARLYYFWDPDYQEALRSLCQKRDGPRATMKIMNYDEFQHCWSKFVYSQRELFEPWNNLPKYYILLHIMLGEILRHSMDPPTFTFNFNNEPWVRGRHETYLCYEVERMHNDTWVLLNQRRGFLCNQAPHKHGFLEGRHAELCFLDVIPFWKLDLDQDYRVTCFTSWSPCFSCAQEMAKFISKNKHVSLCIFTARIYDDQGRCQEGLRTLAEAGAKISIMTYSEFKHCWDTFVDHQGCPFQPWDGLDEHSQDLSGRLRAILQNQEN
#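 HeLa cells stably expressing Vif and C-terminally eYFP-tagged A3G, seeded overnight at 37 deg C, then exposed to compound by pintool overnight at 37 deg C. Rise in yellow fluorescence (Ex 488/Em 500-530, Acumen) marks blocked Vif-driven A3G degradation.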
# TrxR1 inh: inhibitors of rat thioredoxin reductase 1; O89049; Potency, µM (highest dose often 114 µM), without a hit: at the top dose activity change, negative = inhibition, most hits filed as inhibitors; actives 1% (n = 390,000); recombinant rTrxR1, NADPH fluorescence consumption, selenite substrate; note: potency is the fitted concentration of half-maximal effect; % is set by controls: 0 for no effect and ±100 for the full control effect; nearly all actives have a fitted effect of over 65% in size
#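 Rat TrxR1 (90 nM in the dispensed reagent) was pre-reduced with 400 uM NADPH for 5 min at room temperature, then incubated with compound for 15 min. After 400 uM selenite was added, NADPH fluorescence (Ex 340/Em 450 nm) was followed for 8 min.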
# USP1 inh: blocks the human USP1/UAF1 deubiquitinase complex. O94782. recombinant USP1/UAF1, Ub-Rhodamine cleavage fluorescence. Potency, µM (titrated, usually from 57.1 µM), inactives show at the top dose activity change, negative = inhibition, most hits filed as inhibitors. actives 0.23% (n = 390,000); note: potency is the fitted concentration of half-maximal effect; % is set by controls: 0 for no effect and ±100 for the full control effect; nearly all actives have a fitted effect of over 60% in size; inactives centre near -12
#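 High-throughput fluorogenic screen: 1nM USP1/UAF1 complex, Ub-Rho substrate 150nM final, 50mM HEPES pH 7.8 with 0.5mM EDTA, 0.1 mg/ml BSA, 1mM TCEP and 0.01% Tween-20.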
# RGS4 inhibitor: human RGS4 inhibition; P49798; Transcreener GDP fluorescence polarization, RGS4-accelerated GTP hydrolysis; Potency, µM (top dose mostly 114 µM), for inactives: top-dose activity change, negative = inhibition, hits mostly inhibitors; actives 0.039% (n = 390,000); note: potency is the fitted concentration of half-maximal effect; % is set by controls: 0 for no effect and ±100 for the full control effect; nearly all actives have a fitted effect of over 75% in size; some results filed as inactive show a strong effect at the top dose
#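 MLSMR compounds (23 nl, pin-transferred) preincubated 10 min at room temperature with a 500nM (2x) first reagent, then RGS4 at 900nM (2x) plus Transcreener GDP mix added; fluorescence polarization (620/688 nm) read before and after 90 min at 30 °C.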
# Vif-APOBEC3F blk: blocks the Vif interaction with APOBEC3F. Potency, µM (doses to about 46.1 µM), inactives show top-dose activity, negative = active. HeLa A3F-eYFP + Vif (tagged APOBEC3F with the HIV-1 protein that degrades it), YFP fluorescence increase. actives 0.2% (n = 390,000); note: potency is the fitted concentration of half-maximal effect; % of control where 0% means no effect; nearly all actives have a fitted effect of over 65% in size
#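 HeLa cells stably expressing Vif plus C-terminally eYFP-tagged A3F were seeded, incubated overnight at 37 deg C, dosed with compound, incubated overnight again at 37 deg C. Yellow fluorescence (Ex 488/Em 500-530) reported blocked Vif-mediated A3F-eYFP degradation.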
# Glioma ERSR ind: induces the endoplasmic reticulum stress response in human glioma cells | actives 0.02% (n = 420,000) | Potency, µM, for the others: at the top dose activation, actives largely listed as activators | U87-MG GRP78 promoter luciferase reporter, 16 h; note: potency is the fitted concentration of half-maximal effect; series mostly up to about 76 µM; % of control where 0% means no effect; nearly all actives have a fitted effect of over 35% in size
#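 Stably transfected U87-MG human glioma cells carrying a GRP78-based luminescent sensor were seeded at 1000 cells/well, pin-dosed with compounds and incubated 16 h. Luciferase reagent was then added, and end-point luminescence was read after 10 min at room temperature.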
# An asterisk follows results filed as active; u = inconclusive; x = not tested or not shown; & = joins results of further samples; [ ] = remark or other dose. Unless noted, calls come from the whole dose curve; as a rule, active = well fitted curve in the direction sought with a large enough effect; inconclusive = small, poorly fitted or top-dose-only effect, or another doubt; inactive = no such curve, though single readings can be large; an effect the other way counts as inactive or inconclusive. The list is partial, so the mix of outcomes need not match the whole.
1: O=C(C1CCCN(c2ncnc3c2nc2n3CCCCC2)C1)N1CCN(c2cccc(Cl)c2)CC1 (stereo unspecified)
2: COc1ccc(CNC(=O)c2cc3cc(OC)ccc3oc2=O)cc1
3: O=C(N/N=C/C=C/c1ccccc1)C1CC1c1ccccc1 (stereo unspecified)
4: Cc1c(CNC(C)CCc2ccccc2)c(C(=O)O)c(C)n1Cc1ccc(F)cc1Cl (stereo unspecified)
5: CCOC(=O)c1[nH]c2cc3c(cc2c1NC(=O)CN1CCCC1)OCO3
6: CC(=O)c1cc(C#N)c(N2CCN(c3ccccc3)CC2)nc1C
7: CCC(=O)N1CCc2cc(Br)cc(S(=O)(=O)CCC(=O)NCc3ccccc3OC)c21
8: Cc1c(NS(=O)(=O)c2ccc(Cl)c(C(=O)OC(C)C(=O)N3CCOCC3)c2)c(=O)n(-c2ccccc2)n1C (stereo unspecified)
entry no.	1	2	3	4	5	6	7	8
TrxR1 substrate	5%	4%[57.1 µM]	0%	3%	31%[57.1 µM]	-4%	8%[2.29 µM]	-4%[57.1 µM]
mIDH1 inhibitor	-4%	1%&-2%	8%	-24%	0%	0%	0%	9%
LDHA block	0	-8&1	-2	-1	-5	-2	-8	2
Vif-A3G inh	-26%	u	-12%	0%	0%	-8%	1%	0%
TrxR1 inh	9%	-5%[57.1 µM]	-7%	8%	9%[57.1 µM]	16%	13%	-1%[57.1 µM]
USP1 inh	-22%	-1%&-20%	-18%	-15%	-5%	-13%	u	-14%
RGS4 inhibitor	-22%	-13%&5%	-8%	-22%	21%	25%	21%	-11%
Vif-APOBEC3F blk	6%	-6%&-1%	-13%	2%	3%	-9%	4%	4%
Glioma ERSR ind	-9%	-1%&-1%	-3%	-1%	-4%	-1%	-6%	-3%

9: CN(Cc1ccon1)Cc1cn(C)nc1-c1cccc(Cl)c1
10: Cc1ccc(C(=O)CSc2nc(-c3ccccc3)nc3c2CCCC3)cc1C
11: Cc1onc(C(=O)Nc2cccc(C(F)(F)F)c2)c1[N+](=O)[O-]
12: Cc1ccsc1C(=O)OCc1csc(-c2ccccc2)n1
13: COc1ccc(NC(=S)N(CCCN2CCOCC2)C(C)c2cc3cccc(OC)c3o2)cc1 (stereo unspecified)
14: COc1cc2ccccc2cc1C(=O)Nc1ccc2oc(-c3ccc(F)cc3Cl)nc2c1
15: O=C(NCc1ccc(F)cc1)C1CCN(c2ncnc3c2nc2n3CCCCC2)CC1
16: CC(C)c1cnc2c(c1SCC(=O)O)c(=O)n(C)c(=O)n2C
entry no.	9	10	11	12	13	14	15	16
TrxR1 substrate	-4%[57.1 µM]	2%	8%	8%[57.1 µM]	6%	-1%	-2%	1%[57.1 µM]
mIDH1 inhibitor	-5%	-7%	20%	6%	3%	0%	35%[activator]	-3%
LDHA block	-2	-11	-5	-2	-8	1	3	-10
Vif-A3G inh	-5%	0%	-8%	-4%	-1%	5%	4%	-2%
TrxR1 inh	-2%[57.1 µM]	8%	13%	15%[57.1 µM]	9%	13%	0%	17%[57.1 µM]
USP1 inh	-20%	-15%	-21%	-16%	-24%	-17%	-5%	-15%
RGS4 inhibitor	-25%	25%	-28%	0%	-10%	24%	-6%	-26%
Vif-APOBEC3F blk	3%	1%	-3%	-1%	-9%	-10%	2%	-1%
Glioma ERSR ind	-3%	-4%	-1%	-3%	-2%	-5%	-3%	-3%

# Results in RGS4 inhibitor (5 entries from above):
nr | SMILES | RGS4 inhibitor
11 | Cc1onc(C(=O)Nc2cccc(C(F)(F)F)c2)c1[N+](=O)[O-] | -28%
5 | CCOC(=O)c1[nH]c2cc3c(cc2c1NC(=O)CN1CCCC1)OCO3 | 21%
13 | COc1ccc(NC(=S)N(CCCN2CCOCC2)C(C)c2cc3cccc(OC)c3o2)cc1 (stereo unspecified) | -10%
1 | O=C(C1CCCN(c2ncnc3c2nc2n3CCCCC2)C1)N1CCN(c2cccc(Cl)c2)CC1 (stereo unspecified) | -22%
7 | CCC(=O)N1CCc2cc(Br)cc(S(=O)(=O)CCC(=O)NCc3ccccc3OC)c21 | 21%

# Continuation.
17: COc1ccccc1NC(=O)CN1CCN(CC(=O)Nc2ccc(F)c(F)c2)CC1
18: CCC(=O)c1ccc(OCC(=O)OCC(=O)Nc2cccc(S(=O)(=O)N3CCOCC3)c2)cc1
19: COc1ccc(NC2c3ccccc3C(=O)N2Cc2ccccc2Cl)cc1OC (stereo unspecified)
20: Cc1nc(N=Nc2ccc(C(=O)O)cc2)c(COP(=O)(O)O)c(C=O)c1O
21: CCc1noc(C)c1C(=O)N(C)CC(=O)Nc1ccc(F)c(F)c1F
22: O=C(/C=C\Nc1cccc(F)c1)c1ccc2c(c1)OCO2
23: O=C(NCc1cccs1)c1csc2ccccc12
24: COc1cccc(CC(=O)N[C@@H](CCSC)c2nc3ccccc3[nH]2)c1
25: Nc1nc2ccccc2n1C(=O)c1ccco1
26: CC(C)c1nnc(SCc2ccc(CSc3nnc(C(C)C)n3N)cc2)n1N
entry no.	17	18	19	20	21	22	23	24	25	26
TrxR1 substrate	1%[57.1 µM]	-11%	1%	24%[57.1 µM]	9%[57.1 µM]	-8%	2%[57.1 µM]	6%[57.1 µM]	-9%	3%
mIDH1 inhibitor	26%	4%	-12%	x	0%	2%	2%	18%	0%	5%
LDHA block	-5	-7	1	x	-2	-5	0	-10	3	-4
Vif-A3G inh	1%	1%	2%	x	0%	1%	0%	0%	-6%	5%
TrxR1 inh	5%[57.1 µM]	-6%	26%	u	17%[57.1 µM]	-4%	24%[57.1 µM]	10%[57.1 µM]	-6%	11%[57.1 µM]
USP1 inh	-7%	-18%	-6%	x	-6%	-2%	-3%	-12%	0%	-14%
RGS4 inhibitor	3%	-5%	6%[11.4 µM]	-22%[56.9 µM]	-20%	-19%	18%	25%	-32%	-7%
Vif-APOBEC3F blk	-3%	4%	1%	x	2%	-2%	0%	0%	-4%	4%
Glioma ERSR ind	-4%	-4%	-1%	-10%	-5%	-15%	0%	0%	-10%	-5%

# Some of the entries above in a different format.
# Under each structure: TrxR1 substrate, mIDH1 inhibitor, LDHA block, Vif-A3G inh, TrxR1 inh, USP1 inh, RGS4 inhibitor, Vif-APOBEC3F blk, Glioma ERSR ind
26. CC(C)c1nnc(SCc2ccc(CSc3nnc(C(C)C)n3N)cc2)n1N
  3%, 5%, -4, 5%, 11%[57.1 µM], -14%, -7%, 4%, -5%
25. Nc1nc2ccccc2n1C(=O)c1ccco1
  -9%, 0%, 3, -6%, -6%, 0%, -32%, -4%, -10%
21. CCc1noc(C)c1C(=O)N(C)CC(=O)Nc1ccc(F)c(F)c1F
  9%[57.1 µM], 0%, -2, 0%, 17%[57.1 µM], -6%, -20%, 2%, -5%
24. COc1cccc(CC(=O)N[C@@H](CCSC)c2nc3ccccc3[nH]2)c1
  6%[57.1 µM], 18%, -10, 0%, 10%[57.1 µM], -12%, 25%, 0%, 0%

# Bioassay records (PubChem)
